HTR5A inv ctr – inverse agonist of human HTR5A in OPRM1-OPRD1 counter-screen; P47898; 340,000 tested, 0.083% active; HTR5A cell line, luminescence, inverse agonism; AID 504634; inhibition, % at 9.3 µM; in the data active means inhibition mostly above about 23%, no sharp cut-off; inactive means mostly below about 18%;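 further: 0% = cells with DMSO and 100% = no-cell wells with DMSO; some compounds called inactive have numbers as strong as hits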
Target sequence (P47898 whole entry, looked up): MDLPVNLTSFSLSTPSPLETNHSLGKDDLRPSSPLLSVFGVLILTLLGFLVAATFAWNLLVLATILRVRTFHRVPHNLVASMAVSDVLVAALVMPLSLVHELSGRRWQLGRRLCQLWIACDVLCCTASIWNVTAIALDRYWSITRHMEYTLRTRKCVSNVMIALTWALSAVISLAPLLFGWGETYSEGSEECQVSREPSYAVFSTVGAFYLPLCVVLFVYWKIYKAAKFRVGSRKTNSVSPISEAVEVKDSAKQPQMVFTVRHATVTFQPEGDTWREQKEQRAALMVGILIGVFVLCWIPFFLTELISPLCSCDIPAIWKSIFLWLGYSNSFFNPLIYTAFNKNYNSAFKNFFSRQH
PKA-R2B activ – activators of human PKA-R2B complex; 340,000 tested, 0.079% active; P22694+P31323; PKA-R2B holoenzyme dissociation, Cy5-IP20 fluorescence polarization; R2B truncated from residue 108, S112A mutant; 0% DMSO only, 100% 113 µM cGMP; AID 504700; activation, % at 11.4 µM;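 active means activation above a cutoff set at the mean over all compounds plus 3 SD, cut at about 18% in these data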;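 further: higher means more holoenzyme dissociation and a rise in polarization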
Target sequence (P31323 whole entry, looked up, other chains not shown, the tested form may be a part): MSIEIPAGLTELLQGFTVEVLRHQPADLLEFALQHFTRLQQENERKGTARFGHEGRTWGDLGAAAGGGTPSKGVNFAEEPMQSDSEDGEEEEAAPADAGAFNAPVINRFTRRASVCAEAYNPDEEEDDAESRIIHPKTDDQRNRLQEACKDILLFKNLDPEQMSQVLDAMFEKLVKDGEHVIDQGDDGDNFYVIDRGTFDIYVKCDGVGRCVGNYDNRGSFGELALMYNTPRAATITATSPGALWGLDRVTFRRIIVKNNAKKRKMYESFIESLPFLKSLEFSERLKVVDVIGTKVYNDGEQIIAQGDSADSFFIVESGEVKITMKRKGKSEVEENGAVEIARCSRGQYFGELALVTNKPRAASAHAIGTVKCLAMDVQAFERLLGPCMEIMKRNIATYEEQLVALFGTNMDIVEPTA
Ecoli viability – reduces bacterial viability in AddAB counter-screen; inhibition, % at 11.9 µM; E. coli V3065 growth, OD600 absorbance, 18 h; 330,000 tested, 0.27% active;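 active means inhibition above the campaign's mean inhibition across all tested compounds plus 3 SD, cut at about 9.9% in these data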;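 further: uninfected addAB+ strain grown without phage in ampicillin broth; 0% = DMSO wells and 100% = ciprofloxacin 0.95 µg/ml wells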
PKA-R1A act – activates the PKA-R1A holoenzyme complex | P00514+P68181 | PKA-R1A dissociation, Cy5-IP20 fluorescence polarization; scaled: DMSO 0%, 113 µM cGMP 100% | activation, % at 11.4 µM | 340,000 tested, 0.083% active;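 active means percent activation above the mean of all tested compounds plus 3 SD, cut at about 19% in these data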;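 further: higher means more PKAc released from R1A so a rise in polarization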
OPRM1-OPRD1 ag – agonists of human mu-delta opioid receptor heterodimerization. P35372+P41143. cells, OPRM1-OPRD1 heterodimerization, luminescence. activation, % at 9.3 µM. 340,000 tested, 0.3% active. AID 504326; in the data active means activation above about 18%;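 further: 0% = vehicle-treated cells and 100% = reference agonist; values of inactives mirror those of a sister screen read the other way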
MOR-DOR inv ag – inverse agonists of human mu-delta opioid receptor heterodimerization; P35372+P41143; cell-based MOR-DOR heterodimer luminescence, inverse agonism; inhibition, % at 9.3 µM; 340,000 tested, 0.21% active; in the data active means inhibition above about 22%, passing the limit was not always enough;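 further: 0% = cells with DMSO and 100% = wells without cells with DMSO; values of inactives mirror those of a sister screen read the other way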
Mot1-301 SUMO – blocks SUMOylation pathway, rescuing yeast Mot1-301 growth | S. cerevisiae Mot1-301 growth rescue, ATP luminescence, 38.5C; percent above DMSO median, 100 means doubled | growth rescue, % at 18.8 µM | 320,000 tested, 1% active | AID 2716;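 active means every valid replicate shows activation above 250% relative to neutral control wells; inactive means the rest, any valid replicate at or below 250%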;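 further: OY570 slx delta 5 strain wells were the positive control but not used for scaling; some compounds called inactive have numbers as strong as hits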
Tat transport – E. coli Tat transport inhibition; E. coli MC4100 TorA-mCherry Tat export, fluorescence; inhibition, % at 10 µM; 340,000 tested, 0.036% active; AID 488895;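 active means mean replicate inhibition at least 50% and at least half of replicates individually reaching 50%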;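 further: exported cargo escapes ClpAP degradation while cytoplasmic cargo is degraded and loses fluorescence; 0% = median of neutral control wells and 100% = median of NaSCN control wells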
PfHsp90 set2 – reduces growth (ATP signal) of yeast expressing P. falciparum Hsp90 | S. cerevisiae expressing PfHsp90, BacTiter-Glo ATP, 48 h; yeast lacking PDR1 and PDR3 efflux regulators | inhibition, % at 9.4 µM | 310,000 tested, 0.32% active | AID 504621;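 active means every replicate shows inhibition above about 80%, whatever the replicate mean, limit read from the data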;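 further: 0% = DMSO neutral controls and 100% = 20 µM radicicol positive controls; yeast relying on Plasmodium falciparum Hsp90 in place of its own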
phage Ecoli inh – E. coli growth loss with phage present. growth absorbance. 360,000 tested, 0.26% active. inhibition, % at 11.9 µM. AID 651602; in the data active means inhibition above about 11%
AddAB inh – less growth of phage-infected E. coli with AddAB; inhibition, % at 11.9 µM; E. coli expressing H. pylori AddAB, absorbance growth; 330,000 tested, 0.29% active; in the data active means inhibition above about 12%;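 further: 0% = vehicle wells of infected cells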
Active calls of the source: *; x = not tested or not shown.

SMILES	HTR5A inv ctr	PKA-R2B activ	Ecoli viability	PKA-R1A act	OPRM1-OPRD1 ag	MOR-DOR inv ag	Mot1-301 SUMO	Tat transport	PfHsp90 set2	phage Ecoli inh	AddAB inh
CCN(CC(=O)Nc1ccccc1OC)C(=O)CSCc1ccc(C)cc1	-7	0	1.2	22*	-0.5	2	0	4	-31	0.5	0.4
CN(C)C(CNc1ncnc2sc3c(c12)CCCCC3)c1ccco1 (stereo not given)	-1	-12	-0.3	3	6.3	-30	-9	28	-18	2.0	-0.2
CNC(=S)N(CCc1c(C)[nH]c2ccccc12)Cc1ccco1	2	2	-1.4	1	-2.1	11	8	-2	-60	2.3	3.7
CCOC(=O)c1cc2c(ccn2-c2ccc(F)cc2)n1CC(=O)N1CCN(C(=O)c2ccco2)CC1	-11	-10	0.1	1	-5.9	29	378*	-5	-3	0.5	1.5
O=C(N/C(=C/c1ccc2c(c1)OCO2)C(=O)N1CCOCC1)c1cccs1	-32	-5	-2.7	-8	-3.8	23	765*	-5	28	-0.1	1.5
CC1=CC(C)(C)N(C(=O)CN2C(=O)c3ccccc3C2=O)c2ccccc21	1	1	-0.4	8	3.5	-20	15	-11	16	2.0	1.1
C[C@@H](O)c1nc2ccccc2n1N	-7	-14	0.6	4	-0.8	4	13	-12	-18	3.3	2.4
Fc1ccc(C2=CSC3=NCCN23)cc1	-7	3	0.5	8	-2.4	13	2	-9	28	4.9	0.0
Cc1cc(O)c(C)c(O)c1/C=N/NC(=O)c1cccnc1	8	0	-2.5	-12	-1.8	9	-1	-3	-4	0.6	-0.2
O=C(CCNC(=O)c1ccccc1Cl)NC1=NCCS1	11	0	2.6	-1	-1.0	5	-1	-2	2	1.7	1.0
N#Cc1ccc(C23CC4(C2)[C@H](CN(P(=O)(c2ccccc2)c2ccccc2)[C@@H]4c2ccccc2)C3c2ccc(Cl)nc2)cc1 (stereo not given in full)	-7	-9	0.8	-9	2.8	-16	-22	9	5	x	-0.5
Cc1ccc(-c2cc(C(=O)Nc3cc(C)on3)c3ccccc3n2)cc1	-9	-1	2.5	-8	2.5	-13	-10	4	-3	2.2	3.2
CCCCOc1ccc(S(=O)(=O)Nc2cc(OC)ccc2OC)cc1	0	-12	-0.4	3	0.0	0	-6	12	-12	0.0	1.3
O=[N+]([O-])c1cccc(-n2cccc2/C=N/Nc2nc(N3CCCCC3)nc(N3CCCCC3)n2)c1	0	-1	3.7	-4	-2.4	14	-16	-12	-5	0.3	-3.3
CCCN(C(=O)c1cc(S(=O)(=O)N(C)c2ccc(OCC)cc2)ccc1C)C1CCS(=O)(=O)C1 (stereo not given)	3	-15	-0.2	4	-2.6	10	53	6	15	3.3	0.8
CC(/C=C1\SC(=O)N(CC(=O)Nc2cccc(O)c2)C1=O)=C\c1ccccc1	-20	-7	1.5	-11	5.2	-28	0	6	x	0.0	1.7
Cc1cc(-c2csc(NC(=O)c3ccc(C#N)cc3)n2)c(C)n1Cc1ccccc1	-29	3	0.2	-1	-2.0	10	14	-3	4	1.1	0.5
CN(CCO)C(=O)c1cccc2c1-c1ccccc1C2=O	5	-10	1.5	-1	-1.2	7	-11	-6	-8	1.2	-1.0
CCCCCn1c(Sc2nc3ccccc3s2)nc2c1c(=O)[nH]c(=O)n2C	3	-10	-1.1	3	1.6	-9	14	-1	5	1.9	1.6
CCCCc1cc(=O)oc2c(CN(CC)CC)c(O)c(Cl)cc12	-14	2	0.8	-1	-2.4	14	-18	-1	-7	3.0	2.1
COCCn1c(SCC(=O)NC(=O)NC(C)C)nc2ccccc21	0	-8	-4.1	-7	-3.3	17	2	9	x	2.1	0.7
CN(CC(=O)NCCN1CCN(Cc2ccccc2)CC1)S(=O)(=O)c1cccc2nsnc12	8	-6	0.5	2	-1.4	9	0	0	-14	0.8	-1.5
O=C(O)c1ccc(NC(=O)C2C3CCC(O3)C2C(=O)O)cc1 (stereo not given)	-2	9	-0.6	10	-4.1	20	-2	3	-1	3.6	-0.8
CC1CCc2nc3sc4c(c3c(N)c2C1)CCCC4 (stereo not given)	4	2	2.9	-1	0.7	-4	-2	-10	10	2.5	4.3

Whole records from above.
`O=C(O)c1ccc(NC(=O)C2C3CCC(O3)C2C(=O)O)cc1` (stereo not given) across the screens: HTR5A inv ctr: -2; PKA-R2B activ: 9; Ecoli viability: -0.6; PKA-R1A act: 10; OPRM1-OPRD1 ag: -4.1; MOR-DOR inv ag: 20; Mot1-301 SUMO: -2; Tat transport: 3; PfHsp90 set2: -1; phage Ecoli inh: 3.6; AddAB inh: -0.8
`CC1CCc2nc3sc4c(c3c(N)c2C1)CCCC4` (stereo not given) across the screens: HTR5A inv ctr: 4; PKA-R2B activ: 2; Ecoli viability: 2.9; PKA-R1A act: -1; OPRM1-OPRD1 ag: 0.7; MOR-DOR inv ag: -4; Mot1-301 SUMO: -2; Tat transport: -10; PfHsp90 set2: 10; phage Ecoli inh: 2.5; AddAB inh: 4.3

Going on with the list:
SMILES	HTR5A inv ctr	PKA-R2B activ	Ecoli viability	PKA-R1A act	OPRM1-OPRD1 ag	MOR-DOR inv ag	Mot1-301 SUMO	Tat transport	PfHsp90 set2	phage Ecoli inh	AddAB inh
COc1cc(CC(=O)N/N=C/c2ccc([N+](=O)[O-])cc2)c([N+](=O)[O-])cc1OC	-26	-1	-1.6	-1	3.3	-17	-10	-5	17	1.6	3.7
Cc1ccc(-c2c[n+]3c(n2-c2ccccc2)CCC3)cc1	-4	3	-4.2	-3	0.0	0	99	20	0	1.2	-2.3
Cc1cc(C(=O)COc2ncnc3sccc23)c(C)n1C	-3	-18	1.1	1	-0.7	4	0	4	-9	1.7	-1.6
COc1ccc(N2CCN(C(=O)CC34CC5CC(CC(C5)C3)C4)CC2)c([N+](=O)[O-])c1	-13	-5	-1.5	-11	6.0	-31	-5	6	21	1.2	1.3
COc1cccc(NC(=O)CN(C)C(=O)c2ccccc2-c2nc3ccccc3s2)c1	5	-18	1.6	-1	-1.0	5	-31	-1	-9	3.0	2.7
COc1cccc(CCc2nc3ccccc3c(=O)n2N)c1	-2	2	-1.8	-1	-0.8	4	7	4	-35	5.4	1.4
CCn1cc(C(=O)N2CCN(c3ccccn3)CC2)c(=O)c2cc(S(=O)(=O)N3CCC(C)CC3)ccc21	-27	-4	0.6	1	-0.3	2	18	2	-13	1.8	-0.4
CCOc1ncccc1C(=O)Nc1cc(S(=O)(=O)N2CCOCC2)ccc1N1CCCC1	-31	-4	-4.3	-4	-0.5	2	8	-2	39	0.5	-0.8
CCC1(C)CC2(CCCN(CCC(=O)c3ccccc3)C2)CCO1 (stereo not given)	19	7	-1.3	-15	-1.9	10	-14	-16	13	2.9	2.5
CC(=O)Nc1ccnc(-c2cccnc2)n1	1	1	0.0	2	-2.8	15	-15	-5	5	3.7	1.2
O=C(c1cc2cc(Cl)ccc2[nH]1)N1CCc2ccccc2C1	-9	4	1.6	-10	6.2	-32	14	-3	-31	1.1	1.9
CC(=O)c1ccc(NC(=S)N2CCCC(C(F)(F)F)C2)cc1 (stereo not given)	7	4	1.8	6	-1.0	5	-4	-1	x	0.8	1.4
CCC1SC(=Nc2cccc(C)c2)NC1=O (stereo not given)	2	6	-0.5	-2	-1.2	6	-4	2	15	0.5	2.5
CC[n+]1c(/C=C/c2cc([N+](=O)[O-])ccc2O)ccc2ccccc21	-5	6	1.9	2	0.9	-4	61	-3	6	2.9	3.7
N#CC1=C(N)Nc2nc3ccccc3n2C1c1ccc(Cl)cc1 (stereo not given)	6	3	0.9	7	5.2	-27	-12	-7	-6	1.2	4.7
O=C(NNC(=S)NC1CCCCC1)c1ccccc1O	-7	2	3.1	-7	0.2	-1	278	-7	8	4.9	5.2
C=CCOC(=O)C1=C[C@H](C(C)(C)C)[C@@H](CCCO)[C@H](OCC)O1	-7	2	1.0	-12	0.0	0	-8	0	-15	1.2	0.3
COc1ccccc1NS(=O)(=O)c1cccc(C(=O)NCC(c2cccs2)N2CCOCC2)c1 (stereo not given)	6	-1	-0.9	-11	-0.1	0	6	4	14	1.2	1.1
CC(=O)c1ccc(N2CCN(CC(=O)Nc3ccc4c(c3)OCCO4)CC2)cc1	2	-4	-0.5	3	-4.3	22	4	16	20	-0.8	-2.2
Cc1ccc(C)c(OCCC(=O)N(C)CC(=O)Nc2c(C)cccc2C)c1	3	3	0.0	5	-2.5	10	-6	4	-28	1.3	-1.6
COC(=O)C1Cc2c([nH]c3ccccc23)C(C(C)C)N1 (stereo not given)	-5	-10	-0.1	1	-0.3	2	-8	-5	-28	-0.7	-1.7
CN(CCc1ccccc1)C(=O)c1cccc(NC(=O)Cc2cccc(NC(=O)C3CCN(C(=O)C4CC4)CC3)c2)c1	-1	-3	x	-6	-3.7	17	x	-5	3	1.9	x
Cc1ccc(-n2nc3c(=O)n(CCCC(=O)NCc4cccc(F)c4)nc(C)c3c2C)cc1	1	-8	-1.7	-12	-1.6	8	597*	9	5	3.6	-0.3
Cc1cc(C(=O)N(C)CC(=O)Nc2ccccc2C(F)(F)F)c(C)o1	-17	0	-0.7	0	-2.6	14	5	8	x	3.0	1.1
CN(CCO)c1nc2c(c(=O)n(Cc3ccc(Cl)cc3)c(=O)n2C)n1C	-8	-6	-2.1	-14	-2.5	13	7	-6	-5	1.9	-5.2
CN(C)CCNC(=S)Nc1cccc(Cl)c1	7	1	1.8	-1	0.5	-2	0	-8	x	4.2	3.1
CCN1C(=O)[C@@H]2[C@@H](c3ccc(-c4ccc(C(C)=O)cc4)c(OC)c3)N3CCCC[C@@]3(C(=O)OC)[C@@H]2C1=O	-25	-9	-0.5	3	-2.3	12	-21	-8	11	2.1	2.0
COc1ccc(Nc2c(-c3ccc(C)cc3)nc3cnccn23)cc1	-1	1	4.5	-14	-1.8	9	2	0	-20	1.4	4.1
CS(=O)(=O)c1ccc2nc(NC(=O)Cc3ccccc3)sc2c1	-21	4	-0.7	-3	-1.5	9	-9	-1	15	1.3	1.1
CCSc1nnc(NC(=O)c2ccc(C)o2)s1	-16	1	2.3	-4	-0.6	3	39	-4	-23	1.9	2.3
CCCSc1nc2sc3c(c2c(=O)n1-c1ccc(OC)cc1)CCN(C)C3	-26	2	x	6	-1.5	7	x	5	-20	-1.4	x
COc1ccc(-n2nnnc2-c2ccccc2)cc1	1	-12	-0.2	-8	-1.7	10	-4	-4	21	1.1	-3.2
CCOc1ncccc1C(=O)N=c1sccn1C	-15	-9	-3.6	2	-1.3	8	-16	0	0	0.7	2.2
CCc1ccccc1NC(=S)N1CCN(c2ccccn2)CC1	2	8	-0.6	-4	-1.3	7	7	15	-15	2.9	2.4
CC1=NN(C(=O)c2ccc(Cn3nc(C)c([N+](=O)[O-])c3C)o2)C(O)(C(F)(F)F)C1 (stereo not given)	-11	-8	0.7	-1	-1.7	9	1	-4	-2	0.9	1.1

Screens: PubChem BioAssay, several laboratories

An unsorted share of the library; 2.2% or so of the library scored in one or more.
